Bioassay records (PubChem BioAssay)
CHO-K1 Ca antag: nonselective inhibitor or artifact in parental CHO-K1 cells. AID 602250. inhibition, % at 3 µM. 360,000 tested, 0.6% active. ATP-induced calcium, Fluo-8 fluorescence;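 active = inhibition above a per-plate cutoff, the plate's mean sample inhibition plus 3 SD, cut at about 24% in these data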;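 also: 0% = DMSO plus EC80 ATP and 100% = DMSO alone without ATP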
CHO-K1 Ca ag: counter-screen for M1 agonists: effect in parental CHO-K1 cells. 360,000 tested, 0.48% active. Fluo-8 calcium fluorescence; scaled to maximal ATP response, vehicle zero. activation, % at 3 µM; in the data active = activation above about 15%;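 also: untransfected CHO-K1 host cells lacking M1 receptor as counterscreen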
CHO parental Ca: ATP-evoked calcium signal inhibitors, parental CHO, primary screen, counter-screen for OX1R antagonist project, cell-based, fluorescence, Fluo-8 calcium dye; parental CHO-K1, ATP-induced calcium, Fluo-8 fluorescence; inhibition, % at 5.6 µM; 330,000 tested, 0.63% active; AID 463079, 2010;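 active = inhibition above that plate's mean sample inhibition plus 3 SD, cut at about 26% in these data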;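 also: 0% = ATP-challenged DMSO wells and 100% = DMSO wells without ATP; some compounds past the cut are filed as inactive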
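Material: parental CHO cells / Compound: single nominal dose of 5.6 µM per compound / Signal: Fluo-8 fluorescence / Replicates: singlicate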
M1 PAM: human M1 muscarinic receptor positive allosteric modulators, primary screen, CHO-K1 cells, Fluo-8 calcium fluorescence, 1536-well | 360,000 tested, 0.088% active | CHO-K1 hM1, ACh EC20; 0% = ACh EC20, 100% = maximal ACh | activation, % at 3 µM | AID 588819, 2011 | Muscarinic acetylcholine receptor M1 (Homo sapiens), P11229; in the data active = activation above about 19%, passing the limit was not always enough
Target sequence (P11229 whole entry, looked up): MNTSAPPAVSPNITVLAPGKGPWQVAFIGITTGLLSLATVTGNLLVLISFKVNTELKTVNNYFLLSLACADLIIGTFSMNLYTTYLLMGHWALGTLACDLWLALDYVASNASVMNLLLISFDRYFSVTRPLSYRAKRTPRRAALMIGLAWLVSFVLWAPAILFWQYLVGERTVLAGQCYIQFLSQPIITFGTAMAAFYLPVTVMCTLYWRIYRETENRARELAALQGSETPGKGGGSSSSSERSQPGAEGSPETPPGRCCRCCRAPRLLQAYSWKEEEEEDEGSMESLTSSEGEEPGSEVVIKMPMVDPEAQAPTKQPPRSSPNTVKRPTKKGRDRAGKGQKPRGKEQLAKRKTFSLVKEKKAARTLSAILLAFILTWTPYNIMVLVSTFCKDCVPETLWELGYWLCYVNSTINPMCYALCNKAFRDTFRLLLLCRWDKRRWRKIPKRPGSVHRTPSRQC
M1 antag: human M1 muscarinic receptor antagonists, primary screen, CHO-K1 cells, Fluo-8 calcium fluorescence, 1536-well; Muscarinic acetylcholine receptor M1 (Homo sapiens), P11229; 360,000 tested, 1.3% active; AID 588852, 2011; inhibition, % at 3 µM; CHO-K1 hM1, ACh EC80 antagonist;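 active = percent inhibition above its own plate's cutoff, namely the mean of that plate's compound wells plus 3 SD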;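 also: peak over basal fluorescence ratio during 140 s after agonist addition; 0% = ACh EC80 plus DMSO and 100% = DMSO alone without agonist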
TAAR1 ag: human TAAR1 agonists, primary screen, Fluo-8 calcium fluorescence, CHO RD-HGA16 cells; Trace amine-associated receptor 1 (Homo sapiens), Q96RJ0; vehicle wells 0%, saturating PEA agonist 100%; activation, % at 3 µM; 360,000 tested, 0.99% active; AID 624467, 2012;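 active = activation above the mean activation of all test compounds in the run plus 3 SD, cut at about 38% in these data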
Target sequence (Q96RJ0 whole entry, looked up): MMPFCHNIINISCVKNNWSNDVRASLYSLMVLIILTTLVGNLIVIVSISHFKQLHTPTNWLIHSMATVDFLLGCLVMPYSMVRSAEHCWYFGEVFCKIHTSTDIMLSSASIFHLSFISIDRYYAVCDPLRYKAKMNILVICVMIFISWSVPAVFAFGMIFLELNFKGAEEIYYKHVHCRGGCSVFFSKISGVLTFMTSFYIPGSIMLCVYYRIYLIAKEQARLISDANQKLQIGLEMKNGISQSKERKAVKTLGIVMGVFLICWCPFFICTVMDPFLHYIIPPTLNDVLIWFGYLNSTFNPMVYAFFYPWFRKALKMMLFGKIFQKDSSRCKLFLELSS
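System: CHO RD-HGA16 cells carrying human TAAR1 plus Gα16; Incubation: 17-24 h seeding, 75 min 37 °C dye, 30 min RT; Measured by: Fluo-8 fluorescence, 5 s baseline then 140 s kinetic read; Control set: DMSO and PEA EC100; Replication: single well for each compound.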
TAAR1 antag: human TAAR1 antagonists, primary screen, Fluo-8 calcium fluorescence, CHO RD-HGA16 cells; Trace amine-associated receptor 1 (Homo sapiens), Q96RJ0; antagonist; AID 624466, 2012; 360,000 tested, 1.5% active; inhibition, % at 3 µM;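 active = inhibition above a per-plate cutoff, the mean inhibition of test compounds on that plate plus 3 SD, cut at about 49% in these data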;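 also: 0% = DMSO plus EC80 beta-PEA response and 100% = DMSO alone without agonist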
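Test system – hTAAR1-expressing CHO RD-HGA16 cells, Gα16-coupled · Also added – β-PEA at EC80 concentration, post-compound challenge · Compound – 3 µM, single point · Incubation – dye loading 75 min at 37 °C, then 30 min room temperature · Measured by – Fluo-8 intracellular calcium dye fluorescence, real-time kinetic reads · Benchmarks – vehicle and agonist controls · Replicates – singlicate, one well per test compound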
CHO-K1 Ca PAM: nonselective calcium activators in parental CHO-K1 cells, primary screen, counter-screen for M1 PAM project, cell-based, Fluo-8 calcium fluorescence, full deck, 1536-well. ATP EC20; 0% at ATP EC20, 100% at ATP max. activation, % at 3 µM. 360,000 tested, 0.02% active;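 active = activation above the run cutoff, the mean activation of all test compounds plus 3 SD, cut at about 40% in these data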;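 also: peak over basal fluorescence ratio in a 140 s read after ATP addition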
CHRM1 agonist: human M1 muscarinic receptor agonists, primary screen, Fluo-8 calcium fluorescence, CHO-K1 cells, HTS | 360,000 tested, 0.33% active | activation, % at 3 µM | CHO-K1 hM1, agonist mode; 0% DMSO, 100% acetylcholine EC100;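 active = activation above the run's mean compound activation plus 3 SD, cut at about 16% in these data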;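 also: peak over basal fluorescence ratio within a 140 s kinetic read after compound addition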
An asterisk follows results filed as active; nt = not tested or not shown. Random draw from the library, and some 4.4% of all compounds hit somewhere here.

Value order – CHO-K1 Ca antag | CHO-K1 Ca ag | CHO parental Ca | M1 PAM | M1 antag | TAAR1 ag | TAAR1 antag | CHO-K1 Ca PAM | CHRM1 agonist
- Nc1ccc(-c2c3ccc(=O)cc-3oc3cc(O)ccc23)c(C(=O)O)c1
    29.2* | 108.4* | 57.6* | -14.8 | 29.0 | nt | nt | -14.5 | 116.9*
- O=C(CCCCCN1C(=O)c2cccc([N+](=O)[O-])c2C1=O)Nc1ccccc1F
    -7.5 | 0.8 | -17.6 | 4.7 | -6.1 | -0.1 | -27.3 | 7.8 | -7.3
- COc1cc(OC)cc(-c2c(C#Cc3ccsc3)c3cc(-c4ccc(OC)c(OC)c4)ccc3n2C)c1
    -6.3 | 0.5 | -21.8 | 0.5 | 3.7 | 2.6 | 0.1 | -7.5 | -1.2
- COC(=O)c1ccc(NC(=O)CCCN2C(=O)NC(C)(C)C2=O)cc1
    1.4 | 0.6 | nt | 6.9 | 3.8 | 0.7 | -17.3 | -5.7 | -0.1
- CCOc1cc(Br)cc(/C=C2\SC(=Nc3ccccc3)NC2=O)c1O
    -3.5 | 2.6 | -5.4 | 3.5 | -0.8 | 11.0 | 8.9 | -0.7 | 2.0
- C/C=C/C=C\C(=O)Nc1cccc(C2=NOC3(C2)C[C@H](C(N)=O)N(C(=O)CC#N)C3)c1 (stereo partly specified)
    -7.3 | 0.2 | -5.5 | 8.4 | -10.2 | 3.9 | 1.9 | 12.7 | -2.9
- COc1ccc(S(=O)(=O)Cc2ccc(C(=O)NCc3ccccn3)o2)cc1
    -4.9 | -0.1 | -6.4 | 5.2 | -18.9 | 0.6 | 6.0 | 11.8 | -2.2
- Cc1cccc(CN2CCC(CNC(=O)C3CCCN(S(=O)(=O)c4cnc[nH]4)C3)CC2)c1 (stereo unspecified)
    1.2 | -0.5 | -4.8 | 1.6 | -11.5 | nt | nt | 14.8 | -13.6
- C/C=C/C=C/C(=O)Nc1nccs1
    -0.7 | 0.2 | -9.3 | 4.8 | -7.5 | 1.1 | 2.2 | 20.2 | -7.1
- COc1ccc(NC(=O)COC(=O)c2cc(C)oc2C)c([N+](=O)[O-])c1
    -3.4 | 5.3 | 11.3 | 6.7 | -9.4 | 61.7* | 58.5* | 8.1 | -5.1
- COc1ccc(NC(=O)c2ccc(NC(=O)COC(=O)CC(NC(=O)c3ccccc3Cl)c3ccccc3)cc2)cc1 (stereo unspecified)
    6.1 | 3.1 | -4.2 | 0.8 | 8.4 | 0.8 | 13.8 | 7.8 | -4.7
- COc1ccc(/C=N/Nc2ccc(C(F)(F)F)cc2[N+](=O)[O-])cc1O
    0.5 | 0.9 | -5.6 | 10.1 | -14.1 | 1.0 | -13.8 | 19.7 | -4.5
- CC1=NN(C(N)=S)C(=O)C1N=Nc1cc(Cl)ccc1Cl (stereo unspecified)
    -15.6 | 0.0 | -4.5 | 7.9 | -3.0 | 3.6 | -8.8 | -9.3 | -0.4
- O=C(Cn1nc(C(=O)O)c2ccccc2c1=O)Nc1ccccc1C(F)(F)F
    -13.0 | 0.3 | 0.9 | 6.6 | -6.2 | 2.6 | 1.7 | 10.2 | -1.8
- O=C(Nc1cccc2c1CCCC2)c1cc(C2CCCCN2S(=O)(=O)c2cccs2)on1 (stereo unspecified)
    -14.3 | 1.5 | nt | -1.2 | -7.0 | 1.2 | -5.2 | 8.8 | -5.9
- Cc1ccc(S(=O)(=O)C2(S(=O)(=O)c3ccc(C)cc3)CC2)cc1
    7.3 | 0.2 | -12.3 | 7.6 | -7.5 | -1.1 | -24.8 | -14.8 | -3.9
- COc1cc(/C=N/NC(=O)Cn2cnc3c2c(=O)n(C)c(=O)n3C)cc(OC)c1OC
    -7.7 | 0.6 | 2.3 | 11.2 | 2.1 | 2.1 | -3.5 | 16.9 | -0.7
- O=C(NCCC1=CCCCC1)c1cc(S(=O)(=O)N2CCOCC2)ccc1F
    -5.6 | 1.1 | -11.1 | 10.9 | -15.0 | 3.2 | -0.6 | 16.9 | -1.6
- CC1CC(=O)c2cnc(NCC3CCCO3)nc2C1 (stereo unspecified)
    -1.6 | -0.4 | -4.5 | 1.8 | -8.1 | 8.5 | 12.2 | -4.0 | -3.4
- O=C(NCCC(c1ccccc1)c1ccccc1)c1cccs1
    -6.7 | 1.3 | -16.9 | 1.0 | -12.2 | -1.0 | 9.0 | 21.4 | -6.1

Exported comma-delimited: part of the list above
Molecule,CHO-K1 Ca antag,CHO-K1 Ca ag,CHO parental Ca,M1 PAM,M1 antag,TAAR1 ag,TAAR1 antag,CHO-K1 Ca PAM,CHRM1 agonist
CC1CC(=O)c2cnc(NCC3CCCO3)nc2C1 (stereo unspecified),-1.6,-0.4,-4.5,1.8,-8.1,8.5,12.2,-4.0,-3.4
Cc1cccc(CN2CCC(CNC(=O)C3CCCN(S(=O)(=O)c4cnc[nH]4)C3)CC2)c1 (stereo unspecified),1.2,-0.5,-4.8,1.6,-11.5,nt,nt,14.8,-13.6
COC(=O)c1ccc(NC(=O)CCCN2C(=O)NC(C)(C)C2=O)cc1,1.4,0.6,nt,6.9,3.8,0.7,-17.3,-5.7,-0.1

(next part)
Value order – CHO-K1 Ca antag | CHO-K1 Ca ag | CHO parental Ca | M1 PAM | M1 antag | TAAR1 ag | TAAR1 antag | CHO-K1 Ca PAM | CHRM1 agonist
- COC(=O)[C@H]1CN(C(=O)c2ccccc2)C(=O)N1
    -15.3 | 1.2 | -8.6 | 5.7 | 0.2 | 14.5 | -2.9 | 23.6 | -3.2
- O=[N+]([O-])c1cc(Br)cc(C=Nc2ccc3c(c2)OCO3)c1O
    -19.1 | 1.3 | -7.7 | 0.5 | 0.1 | 1.7 | 18.6 | 18.9 | -0.8
- COc1cc(/C=C2/C(=O)NN(c3ccc(Cl)cc3)C2=O)cc(OC)c1O
    1.6 | 5.1 | 3.9 | 5.2 | 2.4 | 21.9 | 17.9 | -7.4 | 6.3
- O=c1c2cnn(-c3ccccc3)c2ncn1Cc1ccccc1
    1.6 | 0.0 | -15.4 | 7.4 | 0.6 | 2.3 | 4.1 | 0.7 | -3.4
- CCOC(=O)/C(C#N)=C/c1c[nH]c2ccccc12
    6.6 | 0.1 | -4.3 | 8.0 | 2.6 | -0.8 | 2.7 | -3.4 | -3.6
- CCc1cc(C(=O)NC(C)C2CCCO2)cs1 (stereo unspecified)
    3.1 | 0.2 | -4.4 | 7.0 | -5.7 | 0.7 | -39.2 | -1.8 | -4.5
- Cc1nc2c(-c3ccc(F)cc3)c(C)nn2c(N2CCOCC2)c1C
    -9.7 | -0.4 | -3.9 | 6.1 | -12.4 | 11.2 | -16.9 | 11.8 | 1.6
- Brc1ccc(-c2nc3ccccc3s2)s1
    -1.5 | 0.6 | -29.1 | 4.4 | -1.8 | 3.3 | 15.9 | 11.7 | -2.2
- CC1(c2ccc(OC(F)F)cc2)NC(=O)N(CC(=O)Nc2ccc3[nH]c(=O)[nH]c3c2)C1=O (stereo unspecified)
    -0.1 | 0.9 | 4.1 | 12.0 | -12.9 | 3.5 | -20.4 | 14.5 | -1.4
- CCCn1c(N)c(C(=O)CN(C)CC(=O)Nc2ccc(F)cc2)c(=O)[nH]c1=O
    -14.7 | 0.6 | -13.7 | 6.6 | -4.4 | 0.9 | 6.0 | 13.6 | -0.3
- CCC(C)NC(=O)c1ccccc1NS(=O)(=O)c1ccc(OC)c(OC)c1 (stereo unspecified)
    -1.7 | 0.1 | -4.0 | 1.6 | -32.5 | 2.5 | 7.3 | -3.4 | 0.5
- Cc1ccc2nc3c(cc(C(=O)NC4CCS(=O)(=O)C4)n3Cc3ccccc3)c(=O)n2c1 (stereo unspecified)
    4.7 | 1.2 | -12.2 | -4.5 | 5.6 | 6.3 | 21.3 | -14.1 | -4.6
- Cc1cccc(NC(=O)CSc2nc(=O)n(CCN3CCOCC3)c3c2CCCC3)c1C
    -6.1 | 0.2 | -26.5 | 4.7 | -11.1 | 4.5 | -3.8 | -4.1 | -3.2
- CCCCN(CCCC)S(=O)(=O)c1ccc(C(=O)Nc2nnc(CSC)o2)cc1
    -4.8 | -0.1 | -16.0 | 1.2 | -18.8 | 8.8 | 4.0 | 10.4 | -3.2
- CC1Cc2ccccc2N1S(=O)(=O)c1cccc(C(=O)Nc2cccnc2)c1 (stereo unspecified)
    -3.6 | 10.2 | -7.8 | -6.2 | 2.3 | 7.6 | 1.1 | 14.7 | -0.2
- Nn1c(Cc2cccc3ccccc23)nnc1SCC(=O)NC1CCS(=O)(=O)C1 (stereo unspecified)
    -5.4 | -0.1 | -11.6 | 14.4 | 0.7 | 0.4 | 0.5 | -2.6 | -1.6
- COc1ccc(NC(=O)COC(=O)Cc2cccs2)cc1OC
    -2.5 | 2.6 | -4.5 | 0.2 | 1.1 | 1.2 | -25.2 | 10.1 | -2.9
- CC(=O)N1CCCc2cc(S(=O)(=O)N3CCCC(C(=O)Nc4cccc(F)c4)C3)ccc21 (stereo unspecified)
    -10.2 | 11.9 | 1.1 | -8.3 | 7.1 | 6.3 | 19.4 | -9.7 | 2.4
- O=C(Nc1ccc(Cl)c(S(=O)(=O)N2CCOCC2)c1)[C@@H]1CCCN1C(=O)c1cccs1
    -16.1 | 0.5 | -24.4 | -2.2 | 5.4 | -0.2 | 7.9 | 16.5 | -6.7
- NC(=O)C1CCN(CC(=O)Nc2cc(Cl)ccc2Oc2ccccc2)CC1
    8.4 | 0.9 | -20.7 | 8.8 | -3.6 | 5.2 | 12.2 | 4.8 | -5.9
- COc1ccc(C2C3=C(CC(C)(C)CC3=O)Oc3ncn4nc(-c5cccnc5)nc4c32)cc1 (stereo unspecified)
    -9.6 | 0.0 | 17.7 | 0.8 | -12.2 | 0.5 | -14.3 | 1.8 | -1.4
- CC(NC(=O)c1c(O)c2ccccc2[nH]c1=O)c1ccccc1 (stereo unspecified)
    -11.7 | 0.4 | -9.6 | 1.7 | -2.1 | 3.5 | 3.7 | 6.1 | -3.1
- Cc1ccc(OCC(=O)N/N=C\c2ccc(C)o2)c(C)c1
    8.4 | 0.2 | -1.3 | 4.8 | 6.7 | 1.1 | 8.7 | -4.5 | -8.1
